Screens as filed in PubChem.
AmpC inh no detg – inhibitors of E. coli AmpC beta-lactamase without detergent; P00811; AmpC nitrocefin hydrolysis, absorbance 480 nm, 0.0001% Triton; Potency, µM (titrated, usually from 57.1 µM), without a hit: at the top dose activity change, negative = inhibition, usual class: inhibitors; 330,000 tested, 0.52% active; AID 485341;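 note: potency is the fitted concentration of half-maximal effect; plate controls were no compound for no effect and no enzyme for full effect; nearly all actives have a fitted effect of over 20% in size; some results filed as inactive show a strong effect at the top dose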
Target sequence (P00811 whole entry, looked up): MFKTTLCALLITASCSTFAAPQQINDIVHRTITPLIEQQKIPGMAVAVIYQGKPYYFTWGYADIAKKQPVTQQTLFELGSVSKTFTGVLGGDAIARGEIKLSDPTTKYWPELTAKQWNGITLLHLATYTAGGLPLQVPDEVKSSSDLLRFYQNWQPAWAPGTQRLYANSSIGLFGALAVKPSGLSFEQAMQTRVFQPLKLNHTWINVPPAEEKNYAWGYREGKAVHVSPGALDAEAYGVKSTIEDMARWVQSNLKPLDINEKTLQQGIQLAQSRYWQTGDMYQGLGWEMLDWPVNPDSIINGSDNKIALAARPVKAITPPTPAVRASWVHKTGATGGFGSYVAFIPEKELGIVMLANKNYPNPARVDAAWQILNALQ
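AmpC (5.3 nM in the dispensed reagent) in 20 mM phosphate pH 7.0 with 0.01% (detergent screen) or 0.0001% Triton X-100 was preincubated with compounds for 15 min at room temperature. Nitrocefin was then added from an 800 uM solution, and hydrolysis was followed at 480 nm.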
Sm TGR inh – S. mansoni TGR enzyme inhibition | Q962Y6 | purified TGR, DTNB reduction, TNB absorbance 405 nm | Potency, µM (highest dose often 114 µM), for the others: top-dose activity change, negative = inhibition, hits mostly inhibitors | 360,000 tested, 3% active; note: potency is the fitted concentration of half-maximal effect; nearly all actives have a fitted effect of over 60% in size
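Kinetic colorimetric format: TGR-catalysed, NADPH-driven DTNB reduction monitored via TNB absorbance. Enzyme dispensed at 20 nM; compound exposure 15 min at room temperature before reaction start.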
HCMV inh – inhibitors of human cytomegalovirus; 410,000 tested, 4.5% active; activity change, negative = inhibition, % at 57.5 µM; HFF cells, HCMV-luciferase reporter, 72 h; active compounds read low; in the data active = activity change below about -60%; inconclusive = no clear call, values can overlap the other calls; inactive = above about -39%
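Steps: HFFs plated, 16 h 37C; compounds added; HCMV-luciferase added to MOI 1 PFU/cell; 72 h 37C; OneGlo reagent, 5 min room temperature; luminescence read, normalized to controls.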
Tb PYK inh – inhibitors of Trypanosoma brucei pyruvate kinase; Q57TT1; Potency, µM (series often up to 76.8 µM), inactives show at the highest dose activity, negative = inhibition, most hits filed as inhibitors; 410,000 tested, 0.12% active; TbPYK enzyme, Kinase-Glo Plus ATP luminescence, 45 min; note: potency is the fitted concentration of half-maximal effect; nearly all actives have a fitted effect of over 50% in size
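In this concentration-response screen, enzyme-free wells defined baseline while DMSO plates tracked drift. Each reaction combined TbPYK, substrate, compound and 130 uM ADP for 45 min at room temperature. Kinase-Glo Plus luminescence gave the signal.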
AMA1-RON2 inh – inhibitors of Plasmodium falciparum AMA1-RON2 interaction | Potency, µM (titrated, usually from 58.2 µM), for inactives: at the highest dose activity change, negative = inhibition, usual class: inhibitors | 360,000 tested, 0.2% active | AID 720542 | AlphaScreen AMA1-biotinylated RON2 peptide binding;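 note: potency is the fitted concentration of half-maximal effect; 0% = vehicle wells and -100% = peptide control; nearly all actives have a fitted effect of over 45% in size; some results filed as inactive show a strong effect at the top dose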
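AMA1 (3D7) with his tag at 25 nM final met compounds first, then biotinylated RON2 peptide at 25 nM; detection used donor plus acceptor beads, 10 µg/mL apiece, read by AlphaScreen after 30 min at room temperature.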
LmPK inhibitor – LmPK (Leishmania mexicana) enzyme inhibition; 290,000 tested, 0.37% active; purified LmPK, Kinase-Glo ATP luminescence, 1 h; AID 1721; Q27686; Potency, µM (doses to about 57.5 µM), inactives show top-dose activity change, negative = inhibition, most hits filed as inhibitors; note: potency is the fitted concentration of half-maximal effect
Target sequence (Q27686 whole entry, looked up): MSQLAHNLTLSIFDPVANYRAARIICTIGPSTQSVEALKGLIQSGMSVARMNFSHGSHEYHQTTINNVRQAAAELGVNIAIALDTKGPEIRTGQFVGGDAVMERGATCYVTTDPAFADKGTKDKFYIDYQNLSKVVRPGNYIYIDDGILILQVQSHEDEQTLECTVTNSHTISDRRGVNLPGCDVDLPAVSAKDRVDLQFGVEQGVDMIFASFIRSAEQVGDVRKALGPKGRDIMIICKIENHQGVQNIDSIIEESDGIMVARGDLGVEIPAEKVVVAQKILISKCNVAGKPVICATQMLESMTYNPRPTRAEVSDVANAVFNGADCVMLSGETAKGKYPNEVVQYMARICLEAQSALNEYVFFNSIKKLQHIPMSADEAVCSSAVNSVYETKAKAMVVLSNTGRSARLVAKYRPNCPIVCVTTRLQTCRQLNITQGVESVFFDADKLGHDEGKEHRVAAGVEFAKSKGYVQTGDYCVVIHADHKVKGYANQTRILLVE
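Purified LmPK (0.1 nM) converted ADP (0.1 mM) to ATP with PEP (0.5 mM) in imidazole buffer pH 7.2 with KCl and MgCl2, 1 h at room temperature. ATP was read by Kinase-Glo luminescence; data normalized to uninhibited and no-enzyme controls.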
AmpC inh detg – blocks E. coli AmpC beta-lactamase in detergent assay; Potency, µM (top dose mostly 114 µM), for inactives: at the top dose activity change, negative = inhibition, hits mostly inhibitors; AID 485294; AmpC hydrolysis of nitrocefin, absorbance 480 nm, 0.01% Triton; P00811; 370,000 tested, 0.041% active;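 note: potency is the fitted concentration of half-maximal effect; 0% = no-compound wells and -100% = no-enzyme wells; nearly all actives have a fitted effect of over 25% in size; some results filed as inactive show a strong effect at the top dose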
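20 mM phosphate pH 7.0 + 0.01% (detergent screen) or 0.0001% Triton X-100; 5.3 nM AmpC reagent; cpd preinc 15 min RT; nitrocefin (800 uM stock) to start; A480 q20 s × 4 min; Activity was normalised to no-enzyme and no-compound control wells.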
Numbers without * were called inactive; ? = inconclusive; · = no result given; & = joins results of further samples; [ ] = dose if it differs, or a comment. Unless noted, calls come from the whole dose curve; as a rule, active = well fitted curve in the direction sought with a large enough effect; inconclusive = small, poorly fitted or top-dose-only effect, or another doubt; inactive = no such curve, though single readings can be large; an effect the other way counts as inactive or inconclusive. Unless noted, % is set by controls: 0 for no effect and ±100 for the full control effect.

SMILES	AmpC inh no detg	Sm TGR inh	HCMV inh	Tb PYK inh	AMA1-RON2 inh	LmPK inhibitor	AmpC inh detg
Cc1cc(NC(=O)C2CCN(S(=O)(=O)c3ccc(Br)s3)CC2)ccc1Br	·	5%	-32	3%	·	·	-7%
CCC1=NN(C(=O)COc2ccccc2)C(O)(c2ccc(Br)cc2)C1 (stereo not drawn)	-17%	·	-22	0%	12%	3%	3%
COc1cc([N+](=O)[O-])ccc1NC(=O)Cc1ccc(C)cc1	-1%[2.29 µM]	1%	-28	3%	-23%	2%	-2%
Cc1cccc(NS(=O)(=O)c2ccc3oc(=O)c4ncn(C)c4c3c2)c1C	·	-1%	30	7%	·	·	-6%
CCc1ccc(NC(=O)c2ccc3c(c2)nnn3CC)cc1	·	8%	22	3%	·	·	3%
Cc1ccc(NC(=O)c2cncc(Br)c2)cc1S(=O)(=O)N(C)C	-24%	-3%	40	-7%	9%	-2%	-5%
COc1ccc(N(CC(=O)N2CCN(Cc3ccccc3)CC2)S(C)(=O)=O)cc1Cl	130%[activator]	-19%	-1	-1%	-9%	3%	-16%
C/C(=N\Nc1ccc(C(F)(F)F)cc1[N+](=O)[O-])C1CC1	-33%	-4%	-4	4%	?	-9%	-6%
CC1CCC/C(=N\NS(=O)(=O)c2ccccc2)C1 (stereo not drawn)	-30%	?	-25	1%	28%	1%	6%
CC(=O)O[C@H]1C(=O)[C@@]2(C)C([C@H](OC(=O)c3ccccc3)[C@]3(O)C[C@H](OC(=O)[C@H](O)[C@@H](NC(=O)c4ccccc4)c4ccccc4)C(C)=C1C3(C)C)[C@]1(OC(C)=O)CO[C@@H]1C[C@H]2O (stereo partly drawn)	98%[activator]	1%	-11	2%	-12%	-2%	-4%
COc1ccc(-c2n[nH]c(=S)o2)c(OC)c1	-11%	-9%	31	?	1%	1%	2%
Cc1ccn2c(=O)nc(SCC(=O)NCc3ccc(F)cc3)nc2c1	-15%	-11%	-4	3%	-5%	·	-11%

Eleven entries from above, ordered by length of the SMILES, largest number first:
SMILES	AmpC inh no detg	Sm TGR inh	HCMV inh	Tb PYK inh	AMA1-RON2 inh	LmPK inhibitor	AmpC inh detg
CC(=O)O[C@H]1C(=O)[C@@]2(C)C([C@H](OC(=O)c3ccccc3)[C@]3(O)C[C@H](OC(=O)[C@H](O)[C@@H](NC(=O)c4ccccc4)c4ccccc4)C(C)=C1C3(C)C)[C@]1(OC(C)=O)CO[C@@H]1C[C@H]2O (stereo partly drawn)	98%[activator]	1%	-11	2%	-12%	-2%	-4%
COc1ccc(N(CC(=O)N2CCN(Cc3ccccc3)CC2)S(C)(=O)=O)cc1Cl	130%[activator]	-19%	-1	-1%	-9%	3%	-16%
Cc1cc(NC(=O)C2CCN(S(=O)(=O)c3ccc(Br)s3)CC2)ccc1Br	·	5%	-32	3%	·	·	-7%
Cc1cccc(NS(=O)(=O)c2ccc3oc(=O)c4ncn(C)c4c3c2)c1C	·	-1%	30	7%	·	·	-6%
CCC1=NN(C(=O)COc2ccccc2)C(O)(c2ccc(Br)cc2)C1 (stereo not drawn)	-17%	·	-22	0%	12%	3%	3%
Cc1ccc(NC(=O)c2cncc(Br)c2)cc1S(=O)(=O)N(C)C	-24%	-3%	40	-7%	9%	-2%	-5%
COc1cc([N+](=O)[O-])ccc1NC(=O)Cc1ccc(C)cc1	-1%[2.29 µM]	1%	-28	3%	-23%	2%	-2%
Cc1ccn2c(=O)nc(SCC(=O)NCc3ccc(F)cc3)nc2c1	-15%	-11%	-4	3%	-5%	·	-11%
CCc1ccc(NC(=O)c2ccc3c(c2)nnn3CC)cc1	·	8%	22	3%	·	·	3%
CC1CCC/C(=N\NS(=O)(=O)c2ccccc2)C1 (stereo not drawn)	-30%	?	-25	1%	28%	1%	6%
COc1ccc(-c2n[nH]c(=S)o2)c(OC)c1	-11%	-9%	31	?	1%	1%	2%

The listing continues:
SMILES	AmpC inh no detg	Sm TGR inh	HCMV inh	Tb PYK inh	AMA1-RON2 inh	LmPK inhibitor	AmpC inh detg
Cc1ccc(C)n1Cc1ccc(C(=O)O)cc1	-24%	?	·	-27%	?	9%	-16%
C=CCN(c1ccccc1Cl)S(=O)(=O)c1cccc(C(=O)OCC(=O)N(C)C2CCS(=O)(=O)C2)c1 (stereo not drawn)	159%[activator]	-6%	-31	3%	65%[activator]	4%	2%
Cc1ccc[n+](C(C)C(=O)Nc2ccc([N+](=O)[O-])cc2C)c1 (stereo not drawn)	-10%[11.4 µM]	1%	?	1%	-6%	1%	?
Nc1nc2ccccc2cc1-c1cccs1	-29%	0%	78	1%	3%	-1%	3%
Cc1ccc(NC(=O)COC(=O)c2ccc(OC(F)F)cc2)cc1S(=O)(=O)N1CCCCC1	·	·	-12	-11%	0%	·	·
O=C(COC(=O)Cc1ccsc1)NC(c1ccccc1)c1ccccc1	-20%	3%	-7	-1%	-3%[11.6 µM]	1%	-5%
COc1cc(/C=C/C(=O)OCC(=O)N(C)Cc2ccccc2)cc(OC)c1OC	79%[activator]	·	0	3%	-7%	·	·
CCOc1ccc(S(=O)(=O)N2CCCCC2)cc1NC(=O)C1CCC1	-17%	1%	-4	-4%	9%	·	?
Cc1cc(O)c(C(C[N+](=O)[O-])c2ccc(Cl)cc2)c(=O)o1 (stereo not drawn)	-20%	?	-16	1%	10%	-2%	1%
CC(C)Oc1ccc(S(=O)(=O)N2CCOCC2)cc1NC(=O)C1=COCCO1	-13%	2%	-15	-5%	-2%	·	?
Cc1ccccc1-c1noc(-c2ccc(NCC3CCCO3)c([N+](=O)[O-])c2)n1 (stereo not drawn)	·	-7%	25	5%	·	·	-3%
CCOC(=O)C1=C(COC(=O)c2ccccc2[N+](=O)[O-])NC(=O)NC1C (stereo not drawn)	-29%	-2%	-6	5%	-15%	·	-11%
CCCN(CCC)CCCNC(=O)CCNS(=O)(=O)c1ccc(Br)cc1	-11%	0%	-13	-2%	-5%	-1%	?
COC(=O)c1csc2c(C(F)(F)F)cc(N3CCN(C(=O)Nc4ccccc4)CC3)nc12	-9%	1%	-4	-1%	-4%	6%	-2%
COc1ccc(CNC(=O)Nc2cc(C)cc(C)c2)cc1	0%	9%	-1	2%	-7%	3%	-3%
CC(C)c1ccc(OCC(=O)NC2=NCCS2)cc1	1%	5%	11	-2%	0%	-1%	3%
CCN(CC)c1ccc(C=NN2CCCCCC2)cc1	·	·	39	-6%	4%	·	·
O=C(Nc1ccc(Br)cc1)c1cnccn1	-12%	3%	31	0%	22%	-8%	-10%
Cc1cc(Br)ccc1OCCOCCN1CCCC1	13%	-6%	7	11%	11%	-5%	-7%
CC1CC2C3CCC4=CC(=O)CCC4(C)C3CCC2(C)C1(O)C(=O)CO (stereo not drawn)	·	·	21	13%	10%	·	·
O=S(=O)(c1ccc(Br)cc1)c1nc(-c2ccccc2)oc1NCc1cccnc1	3%	2%	-4	2%	-2%	6%	-2%
COC(=O)C1(O)CC(CC(C)C)=NN1C(=O)c1ccccc1 (stereo not drawn)	?	-8%	?	-2%	45%[activator]	3%	1%
O=C(NCC1CCCO1)NC1(C(F)(F)F)Oc2ccccc2O1 (stereo not drawn)	-6%	?	42	-15%	-6%	2%	-1%
CCc1noc(C)c1C(=O)N1CCN(c2ccc([N+](=O)[O-])cc2)CC1	·	·	38	5%	-5%	·	·
Cc1ccc(C(C)C)cc1OCC(=O)Nc1nnc(C2CC2)s1	-22%	·	-84*	-4%	1%	·	·
Cc1ccc(-c2csc(NC(=O)C3=COCCO3)n2)cc1C	23%	-8%	-62*	-3%	-7%	·	-8%
COc1ccccc1CNS(=O)(=O)c1ccc2c(c1)CC(C)N2C(=O)C1CCC1 (stereo not drawn)	-19%	8%&-6%	-61*	?	2%	-4%	?
CSc1ccc(CN(C)C(=O)c2cc(Cl)c3c(c2)OCCO3)cc1	-4%	-8%	8	-3%	-14%	-6%	1%
CCN1C(=O)N(C)[C@@H](c2ccccc2)C(C(C)=O)=C1C	·	·	-4	-7%	0%	1%[11.5 µM]	·
C[C@H](CO)N1C[C@H](C)[C@@H](CN(C)C(=O)c2ccccn2)Oc2cc(Br)ccc2S1(=O)=O	·	·	-29	1%	10%	·	·
COc1ccc(NC(=O)COc2ccccc2Cc2ccccc2)cc1S(=O)(=O)N1CCOCC1	130%[activator]	?	-12	7%	6%	·	-5%
COC(=O)c1[nH]c2ccccc2c1NC(=O)c1ccccc1F	-32%	-2%	6	-1%	-7%	1%	6%
O=C(NCc1ccccc1)C1=C[C@@H](c2ccc3c(c2)OCO3)C[C@@H](OCCCCO)O1	·	·	-23	-2%	13%	·	·
CCOc1ccc(N(CC(=O)NC2CCC(C)CC2)S(=O)(=O)c2c(C)noc2C)cc1 (stereo not drawn)	47%	1%	35	-6%	6%	3%	1%
Cc1cccc(/C=N/NC(=O)NC23CC4CC(CC(C4)C2)C3)n1	6%	-1%	-40	0%	6%	-4%	-1%
O=C(c1ccc2nc(-c3ccco3)c(-c3ccco3)nc2c1)N1CCC2(CC1)OCCO2	72%[activator]	1.6µM*	·	-9%	-24%	1%	-3%
COc1cc(CN2CCN(Cc3ccc(SC)cc3)CC2)cc(OC)c1O	-13%	10µM*	9	-4%	?	-10%	-3%
Cc1ccc(CNC(=O)CN2CCCC(C)C2)cc1 (stereo not drawn)	-2%	0%	39	-19%	14%	0%	?
c1ccc(N=C(c2cccs2)N2CCOCC2)cc1	-9%	-1%	0	2%	1%	1%	-2%
CN(C(=O)CSc1nnc(Cc2cccs2)n1C1CC1)C1CCS(=O)(=O)C1 (stereo not drawn)	-6%	-10%	-13	5%	-11%	·	0%
CCC(NC(=O)NNC(N)=S)(C(F)(F)F)C(F)(F)F	-13%	1%	29	-8%	45%[activator]	-2%	2%
Cc1ccc(S(=O)(=O)NCCc2c[nH]c3ccccc23)cc1	-33%	0%	-24	4%	19%	3%	?
COc1cc(/C=N/NS(=O)(=O)c2ccc3ccccc3c2)ccc1OCc1ccc(C(=O)O)cc1	-44%	0%	35	-5%	-1%	12%	1%
Cc1[nH]nc(N)c1N=Nc1ccc(Br)cc1	0%	·	-20	·	·	0%	0%
O=C(Nc1ccccc1)c1[nH]ncc1[N+](=O)[O-]	-14%	8%	-4	-6%	39%[activator]	-6%	0%

This is a random part of the collection. Share with any hit: about 7.4%.
